Compound activity (PubChem BioAssay)
FadD28 binding: inhibitors of Mycobacterium tuberculosis FadD28 bisubstrate binding. FadD28 bisubstrate probe binding, fluorescence polarization. inhibition, % at 12.5 µM. hit rate 0.22% among 360,000; in the data active = inhibition above about 8.5%, passing the limit was not always enough; inconclusive = no clear call, values can overlap the other calls
Mtb UGM inh: Mtb UDP-galactopyranose mutase inhibition. hit rate 0.06% among 320,000. AID 504406. inhibition, % at 10 µM. purified UGM, fluorescence polarization probe displacement; in the data active = inhibition above about 10%, passing the limit was not always enough; inconclusive = no clear call, values can overlap the other calls
Target sequence (P9WIQ1 whole entry, looked up): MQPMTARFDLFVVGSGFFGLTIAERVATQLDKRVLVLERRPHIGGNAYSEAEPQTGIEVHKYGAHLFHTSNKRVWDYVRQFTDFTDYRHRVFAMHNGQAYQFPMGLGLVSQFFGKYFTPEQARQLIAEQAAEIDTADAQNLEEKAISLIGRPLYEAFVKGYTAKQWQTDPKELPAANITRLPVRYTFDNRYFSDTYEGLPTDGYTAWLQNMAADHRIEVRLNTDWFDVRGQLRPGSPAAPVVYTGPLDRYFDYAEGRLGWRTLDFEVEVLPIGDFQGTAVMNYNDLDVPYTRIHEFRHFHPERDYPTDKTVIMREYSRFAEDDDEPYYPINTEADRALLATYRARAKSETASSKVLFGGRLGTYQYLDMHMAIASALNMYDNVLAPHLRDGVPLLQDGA
GDH-TPI counter: counter-screen for M. tuberculosis FBA inhibitors: GDH-TPI coupled enzymes; GDH-TPI coupled enzyme counterscreen, NADH absorbance; inhibition, % at 4.8 µM; hit rate 1.2% among 360,000;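 also: 0% = DMSO wells and 100% = wells lacking the enzyme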
FBA Mtb inh: Mtb fructose-bisphosphate aldolase inhibition | P9WQA3 | purified M. tuberculosis FBA, fluorescence read-out | inhibition, % at 1 µM | hit rate 2.3% among 360,000 | AID 588726; in the data active = inhibition above about 27%;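 also: 0% = vehicle and 100% = reference inhibitor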
Target sequence (P9WQA3 whole entry, looked up): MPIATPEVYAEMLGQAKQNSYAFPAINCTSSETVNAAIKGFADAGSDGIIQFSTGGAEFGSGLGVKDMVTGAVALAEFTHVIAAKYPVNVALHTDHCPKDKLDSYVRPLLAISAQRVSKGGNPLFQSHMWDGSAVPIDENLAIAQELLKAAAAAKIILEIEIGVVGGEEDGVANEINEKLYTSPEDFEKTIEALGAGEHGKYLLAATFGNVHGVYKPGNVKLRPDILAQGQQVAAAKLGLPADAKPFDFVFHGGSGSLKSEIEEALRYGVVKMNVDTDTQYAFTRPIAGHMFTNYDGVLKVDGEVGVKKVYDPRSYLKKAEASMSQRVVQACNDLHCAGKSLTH
Rv3671c protease: Rv3671c (M. tuberculosis) protease inhibition; P9WHR9; inhibition, % at 5.96 µM; hit rate 0.048% among 320,000; in the data active = inhibition above about 38%;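 also: extracellular domain of Rv3671c used as enzyme; 0% = enzyme with DMSO and 100% = no enzyme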
VHR inh abs: inhibitors of human VHR1 phosphatase (DUSP3). inhibition, % at 13.3 µM. recombinant VHR phosphatase, pNPP absorbance. hit rate 0.52% among 290,000. P51452; in the data active = inhibition above about 50%; also: some compounds called inactive have numbers as strong as hits
Target sequence (P51452 whole entry, looked up): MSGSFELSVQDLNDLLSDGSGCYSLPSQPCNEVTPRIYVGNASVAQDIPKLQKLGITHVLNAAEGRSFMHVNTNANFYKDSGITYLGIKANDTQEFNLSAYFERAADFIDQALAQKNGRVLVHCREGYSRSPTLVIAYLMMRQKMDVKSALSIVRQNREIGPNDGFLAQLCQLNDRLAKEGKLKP
BioA inh: BioA (M. tuberculosis) enzyme inhibition. purified M. tuberculosis BioA enzyme, plate reader. inhibition, % at 9.99 µM. hit rate 0.096% among 360,000. AID 602481; in the data active = inhibition above about 40%; inconclusive = no clear call, values can overlap the other calls
BoNT-F LC inh: blocks Botulinum neurotoxin F light chain protease; inhibition, % at 10 µM; Multiplex microsphere protease cleavage assay, flow cytometry; hit rate 0.22% among 360,000; AID 588497; in the data active = inhibition above about 35%, passing the limit was not always enough; inconclusive = no clear call, values can overlap the other calls; also: plate controls were buffer without enzyme for full effect and enzyme alone for no effect
MazEF act: activators of E. coli MazEF toxin-antitoxin RNase. P0AE70. FAM/BHQ RNA-DNA oligo cleavage fluorescence, 5 h. activation, % at 20 µM. hit rate 0.32% among 350,000; in the data active = activation above about 50%
Target sequence (P0AE70 whole entry, looked up): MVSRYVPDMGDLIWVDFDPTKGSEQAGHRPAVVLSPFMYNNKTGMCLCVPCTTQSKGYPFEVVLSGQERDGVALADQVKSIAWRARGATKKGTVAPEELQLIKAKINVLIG
CCHFV vOTU inh: CCHFV vOTU protease inhibition; hit rate 0.55% among 370,000; inhibition, % at 11.5 µM; Pep-AMC fluorescence; also: 0% = vehicle wells with enzyme and 100% = no enzyme wells
* marks the source's active call; other numbers are inactive results; u = inconclusive; x = no result given; & = joins results of further samples. Rule as the data show it, unless noted: active = inhibition above about 30%; inactive = the rest.

Preview:
No.	SMILES	FadD28 binding	Mtb UGM inh	GDH-TPI counter	FBA Mtb inh	Rv3671c protease	VHR inh abs	BioA inh	BoNT-F LC inh	MazEF act	CCHFV vOTU inh
1	COc1cc2ccccc2cc1C(=O)Nc1ccc(CN2CCOCC2)cc1	-0.4	1.2	4.6	0.8	3.9	8.5	1.4	-2.0	0.6	-17.5
2	COc1ccc([N+](=O)[O-])cc1N(CC(O)CN1CCCC1)S(=O)(=O)c1ccc(C)cc1 (centres undefined)	-4.9	-0.6	3.7	-1.1	11.9	-0.6	-3.2	-6.6	-2.5	5.1

Results, from the first entry:
No.	SMILES	FadD28 binding	Mtb UGM inh	GDH-TPI counter	FBA Mtb inh	Rv3671c protease	VHR inh abs	BioA inh	BoNT-F LC inh	MazEF act	CCHFV vOTU inh
1	COc1cc2ccccc2cc1C(=O)Nc1ccc(CN2CCOCC2)cc1	-0.4	1.2	4.6	0.8	3.9	8.5	1.4	-2.0	0.6	-17.5
2	COc1ccc([N+](=O)[O-])cc1N(CC(O)CN1CCCC1)S(=O)(=O)c1ccc(C)cc1 (centres undefined)	-4.9	-0.6	3.7	-1.1	11.9	-0.6	-3.2	-6.6	-2.5	5.1
3	CCOC(=O)N1CCN(C(=O)CN(c2ccc(OC)c(OC)c2)S(C)(=O)=O)CC1	-2.3	-1.8	16.5	1.9	1.0	23.5	-0.9	1.9	3.9	-6.5
4	O=C(CCN1CCN(c2ccccc2F)CC1)Nc1ccccc1Cl	-0.4	-7.0	7.6	-0.1	-16.9	19.7	-1.6	-4.6	13.5	0.9
5	COc1ccc(-c2csc3ncnc(N4CCN(S(=O)(=O)c5cccc(C(F)(F)F)c5)CC4)c23)cc1	-0.9	0.7	10.0	-1.2	-7.7	x	x	14.2	-10.8	-0.9
6	CCc1sc(C(=O)Nc2cccnc2)cc1Br	-4.3	0.2	4.8	1.3	-0.6	19.2	32.9	-3.3	-7.3	-3.7
7	O=C(Cc1ccccc1)Nc1cc(C(=O)c2ccccc2)ccc1N1CCOCC1	-1.7	1.1	5.5	0.6	-10.7	-9.8	2.4	3.3	4.2	5.5
8	CC(=O)Nc1ccc(S(=O)(=O)N2CCC(C(=O)NCCC(=O)NCc3ccncc3)CC2)cc1	0.7	0.3	3.1	-0.6	-3.1	20.2	-0.4	-2.4	1.0	-5.4
9	O=C(C1CCN(S(=O)(=O)c2ccccc2)CC1)N1CCOCC1	-1.0	-1.2	8.1	0.6	-6.3	0.5	0.1	-2.4	7.5	-5.0
10	CCN(CC)CCSc1nc(O)c(-c2ccccc2)c(=O)n1-c1ccccc1	-2.5	-0.7	-5.0	-3.6	8.9	21.2	0.7	-3.7	4.5	2.6
11	COc1ccc(NC(=O)CSc2nnc(-c3ccccc3F)n2C2CC2)cc1S(N)(=O)=O	0.1	-0.6	-3.4	8.0	10.2	17.8	x	-6.8	3.2	-23.4
12	COc1ccc(C(CNC(=O)Cc2ccccc2Cl)N2CCCCC2)cc1 (centres undefined)	-0.7	0.2	1.8	-1.5	-6.6	33.1	0.2	-7.1	-31.1	-12.5
13	COc1ccc2[nH]c3c(=O)n(CCCC(=O)NC4CCC(C)CC4)c(=S)[nH]c3c2c1 (centres undefined)	-0.8	0.0	10.3	5.4	2.2	9.7	-1.0	-4.2	-10.1	7.5
14	Cn1c(=O)c(-c2ccccc2)nn2c3ccccc3nc12	-2.1	3.3	13.6	-0.6	3.4	16.2	-1.5	-4.0	1.0	-5.0
15	CN(C)CCCN(Cc1ccccc1)C(=S)Nc1cccc(C(F)(F)F)c1	-0.6	0.8	5.7	-1.3	5.1	4.6	-1.6	-1.6	-0.1	0.3
16	CC(C)c1ccc(NC(=O)C2CCCN(S(=O)(=O)c3cccnc3)C2)cc1 (centres undefined)	1.4	1.9	3.5	3.2	-16.6	16.0	-1.5	-0.8	-7.8	12.6
17	O=C(Nc1ccccc1)Nc1nnc(Cc2ccccc2F)s1	-2.8	3.8	-1.5	-0.4	-9.9	39.6	-0.7	u	-4.8	10.1
18	O=C(Nc1nnc(-c2ccco2)o1)c1ccc(Cl)s1	2.3	1.5	15.1	6.0	2.5	2.3	1.0	0.7	2.6	27.0
19	O=C(Nc1nccs1)c1cnccn1	-1.4	-2.3	12.1	1.1	-1.1	-8.8	-1.4	3.9	8.3	-1.7
20	O=S1(=O)[C@H]2C[C@H](CO)O[C@@]2(CO)CN1Cc1ccc(-c2ccc(F)cc2)cc1	-1.4	x	9.4	3.2	x	x	0.8	-5.2	-2.5	-4.8
21	CC(=O)c1ccc(NC(=S)NC(=O)/C=C/c2ccccc2)cc1	-2.0	-0.5	3.1	-0.4	1.5	7.9	0.8	u	5.2	-14.0
22	COc1ccccc1OCCSc1nc2ccccc2n1CC(N)=O	-4.9	-1.1	-0.9	0.6	0.5	-6.7	1.3	19.4	2.8	0.9
23	COc1ccccc1N1C(=O)c2ccccc2NC1C(OC)OC (centres undefined)	-0.1	-0.7	3.6	11.7	-4.6	-0.1	-0.1	-13.2	9.2	-24.4
24	O=C(NCc1ccco1)C1CCCN1C(=O)Nc1ccccc1 (centres undefined)	0.3	2.7	-1.2	3.0	-2.3	17.7	x	2.4	1.6	10.2
25	CCN(CC(=O)Nc1cccc(S(=O)(=O)N(C)c2ccccc2)c1)Cc1cccs1	-1.4	0.6	0.4	4.6	-3.4	x	-1.3	-13.3	4.8	7.1
26	C[C@H]1CN([C@@H](C)CO)C(=O)Cc2cc(NC(=O)C3CC3)ccc2O[C@H]1CN(C)Cc1ccc(Oc2ccccc2)cc1	-6.0	1.2	1.7	-2.5	-3.0	x	0.7&-0.4	3.2	3.0	-159.3
27	O=C(NC(=S)Nc1ccc2oc(-c3cccnc3)nc2c1)c1cccc(Cl)c1	-0.9	2.2	8.6	0.0	-10.2	21.9	-0.7	1.9	1.7	3.9
28	COc1ccc(NC(=O)C2CCCN(c3ncccn3)C2)cc1 (centres undefined)	-1.4	1.1	-1.6	0.2	3.8	6.4	1.8	-4.6	6.5	-1.5
29	Cc1ccc(OCC(=O)N2CCN(c3nnc(-c4ccc(C)cc4)c4ccccc34)CC2)cc1	-7.8	3.6	7.7	-8.5	-11.5	24.4	5.2	3.3	0.6	14.3
30	NC(=S)c1ccc(OCCCc2ccccc2)cc1	-2.0	x	8.0	-2.7	x	x	0.4	-2.2	2.0	-8.9
31	O=C1NC(=O)N(c2ccccc2F)C(=O)/C1=C/c1ccc(Oc2ccc([N+](=O)[O-])cn2)cc1	0.9	2.3	7.8	-5.1	-8.4	26.9	x	2.3	-16.0	4.5
32	O=C(CC(=O)NN=C1CCCC1)NCCc1ccccc1	-3.3	0.3	-14.6	-7.3	-1.0	9.1	3.2	6.2	4.1	1.9
33	O=C(CNc1cc(S(=O)(=O)N2CCOCC2)ccc1NCC1CCCO1)Nc1cccc(F)c1 (centres undefined)	-2.0	-0.9	1.4	5.0	-8.3	6.5	0.0	-17.9	13.2	13.4
34	Cc1nc(-c2cccs2)sc1C(=O)O	-3.0	-0.6	23.7	24.1	-7.7	-7.1	-8.0	3.8	10.1	-4.9
35	O=C(N[C@H]1C/C=C\C[C@H](CC(=O)N(CCO)Cc2ccccc2)C(=O)N[C@@H](c2ccccc2)COC1=O)OCC1c2ccccc2-c2ccccc21	-0.3	x	10.9	1.5	-1.1	x	-8.6	-8.7	-14.8	x
36	O=C(O)CCN1C(=O)S/C(=C\c2cccnc2)C1=O	-3.4	-1.0	16.0	-2.7	-8.2	-30.5	x	-4.6	11.2	-13.0
37	CCC(C)c1ccc(NC(=S)Nc2ccc(OC)cc2)cc1 (centres undefined)	-1.3	x	3.8	-0.3	-4.3	19.2	-0.1	-5.1	-4.4	0.8
38	C[C@H](CO)N1C[C@H](C)[C@@H](CN(C)Cc2ccncc2)OCCCC[C@H](C)Oc2ccc(NC(=O)CCCN(C)C)cc2C1=O	-0.8	x	x	2.4	x	x	-1.9&-2.2&-2.2	5.4	x	18.0
39	O=C(NCCCN1CCOCC1)c1cccc(S(=O)(=O)N2CCN(c3ccccc3)CC2)c1	-0.5	-3.0	10.0	4.2	9.7	x	x	u	3.6	-11.0
40	Cc1nc(NC(=O)c2ccc(Br)o2)ccc1Br	-0.7	x	3.9	2.6	x	-7.9	-0.9	7.4	-3.9	-0.2
41	NS(=O)(=O)c1cccc(NC(=O)c2ccc(S(=O)(=O)N3CCCCCC3)cc2)c1	-4.4	3.0	-4.1	-4.3	-9.7	x	-0.9	-7.6	0.0	8.2
42	Cc1cc(NCCCN)nc(-c2ccccc2O)n1	-1.5	-0.3	0.3	4.2	7.5	25.5	-1.6	-10.2	-11.0	-11.0
43	CCOC(=O)c1c(NC(=O)CSc2nnc(C)s2)sc2c1CCCCC2	-3.5	-2.3	-2.9	2.0	-21.4	10.6	1.0	-1.9	-4.1	24.4
44	CCc1ccc(C(O)c2ncc(-c3ccccc3Cl)[nH]2)cc1 (centres undefined)	-0.7	x	15.6	-0.4	x	x	-1.4	-6.6	x	6.1
45	CC(=O)c1cccc(NC(=O)CN2C(=O)NC(C)(C)C2=O)c1	0.0	-0.3	1.0	2.0	10.9	x	-0.6	-5.8	2.4	6.7
46	O=C1C2C3C=CC(CC3)C2C(=O)N1c1ccccc1F (centres undefined)	x	0.5	6.9	-0.1	-5.5	-2.0	-1.2	10.0	3.4	0.9
47	CC(C)(C)OC(=O)N1Cc2ccccc2C[C@H]1C(=O)O	-1.4	4.7	-0.4	2.7	-6.4	31.9	-0.6	u	-2.6	1.1
48	COc1cccc(C(=O)Nc2c3c(nn2-c2ccccc2C)CS(=O)C3)c1OC (centres undefined)	-0.1	-2.4	11.2	0.6	0.0	8.3	-0.6	-15.7	6.4	7.5
49	CC(=O)Nc1ccc(NC(=O)C(C)OC(=O)CCSc2ccccc2Cl)cc1 (centres undefined)	0.8	-2.8	0.4	3.4	-7.7	x	0.0	-9.1	2.9	-0.3
50	NC1=NC(=O)CC(C(=O)NCCc2ccccc2)S1 (centres undefined)	-2.7	0.7	-9.1	-0.4	2.2	6.5	-0.7	-0.3	4.3	-3.5
51	COC(=O)CC1C(=O)NCCN1C(=O)NC1CCCCC1 (centres undefined)	0.8	4.6	11.1	3.3	9.0	6.5	-1.8	-15.2	3.9	4.6
52	Cc1ccc(OCCN2CCCC2)cc1	0.1	-2.6	8.9	2.0	-2.6	8.5	-1.0	0.3	1.4	6.1
53	COc1ccc(OC)c(NC(=O)c2cccc3c2C(=O)N(C2CCCCC2)C3)c1	-0.1	-0.1	6.0	0.5	-0.2	10.4	1.2	-8.1	1.9	3.3
54	O=S(=O)(NCc1ccc2c(c1)OCO2)c1ccc(F)cc1	-1.5	-0.2	3.7	0.7	5.0	38.7	-1.9	-20.2	-1.8	-6.2
55	COc1ccc(C(C)(C)NC(=O)C2CCC(=O)N(C3CC3)C2)cc1OC (centres undefined)	1.6	6.2	-6.9	0.2	2.6	7.4	-0.9	1.1	-2.5	1.1
56	O=C(C[C@H]1C(=O)N(c2ccc(Br)cc2)C[C@@H]1Cc1ccccc1)Nc1ccccc1	-4.1	x	-5.2	-0.2	x	x	0.4	-3.3	-5.1	7.3
57	COC(=O)c1cccc(N2C(=O)C3C4C=CC(CC4)C3C2=O)c1 (centres undefined)	0.1	-0.1	2.1	-0.5	10.3	8.8	-1.3	-0.3	7.9	6.1
58	O=C(CCCn1c(=S)[nH]c2ccccc2c1=O)NC1CCCCC1	-1.9	-0.1	8.2	0.3	1.3	2.0	-0.1	1.5	-14.7	-5.2
59	Cc1cccc(CN2C(=O)c3ccccc3Sc3ccc(C(=O)NCCN4CCOCC4)cc32)c1	-2.9	1.3	-2.5	-0.7	-11.3	1.2	x	-3.8	10.8	13.8

Along the list, quoted from above.
Entries 48 to 51 in CCHFV vOTU inh: 7.5, -0.3, -3.5, 4.6
